Screens (PubChem)
USP2a inh: USP2a (human) protease inhibition; O75604; USP2 core, Ub-CHOP2 coupled fluorogenic reporter, 485/531; Potency, µM (highest dose often 38.3 µM), without a hit: at the top dose activity change, negative = inhibition, hits mostly inhibitors; 330,000 compounds, 0.01% hits; AID 463254;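 further: potency means the concentration at half of the fitted maximal effect; plate controls were DMSO wells for no effect and full inhibition by NEM control for full effect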
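Cell-free coupled assay: 10nM USP2 core preincubated 30min RT with compound in Tris-HCl pH 8.0/CaCl2/CHAPS buffer, then 25nM Ub-CHOP2 and 25nM reporter substrate; fluorescence (Ex 485/Em 531) read after 60min RT, normalized to NEM inhibition, concentration-response curves fitted.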
Menin-MLL TR inh: menin-MLL binding inhibition, Texas Red mutant peptide; O00255; Menin + Texas Red MLL mutant peptide, fluorescence polarization; Potency, µM (series often up to 61.6 µM), for inactives: at the top dose FP activity change, negative = inhibition, usual class: inhibitors; 270,000 compounds, 0.23% hits; active means well fitted inhibition curve with a large enough effect in the polarisation, with a control signal flat, not every such curve was filed as active; inconclusive means small, poorly fitted or top-dose-only effect, or effect the other way, or a change in a side signal; inactive means no such curve, though single readings can be large or run the other way; the % refers to the polarisation; further: potency means the concentration at half of the fitted maximal effect; % of control where 0% means no effect; many of its hits are not listed in these tables
Target sequence (O00255 whole entry, looked up): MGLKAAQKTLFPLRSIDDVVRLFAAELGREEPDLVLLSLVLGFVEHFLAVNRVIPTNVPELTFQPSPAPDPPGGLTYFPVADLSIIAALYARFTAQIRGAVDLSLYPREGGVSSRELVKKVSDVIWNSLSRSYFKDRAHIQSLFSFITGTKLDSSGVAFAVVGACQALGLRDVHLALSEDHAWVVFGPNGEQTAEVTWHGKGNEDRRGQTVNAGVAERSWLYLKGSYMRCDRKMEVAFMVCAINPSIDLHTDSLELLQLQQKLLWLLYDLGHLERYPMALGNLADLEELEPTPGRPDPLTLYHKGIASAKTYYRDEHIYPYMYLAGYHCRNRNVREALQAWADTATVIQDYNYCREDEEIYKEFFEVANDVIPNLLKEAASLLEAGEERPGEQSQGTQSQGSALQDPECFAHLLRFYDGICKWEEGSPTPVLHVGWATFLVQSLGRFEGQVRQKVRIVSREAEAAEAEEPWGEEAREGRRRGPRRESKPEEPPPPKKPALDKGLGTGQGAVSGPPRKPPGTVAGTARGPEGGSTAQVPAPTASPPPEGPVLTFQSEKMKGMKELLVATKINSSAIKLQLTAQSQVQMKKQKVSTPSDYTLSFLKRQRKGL
PKM2 act: increases activity of human pyruvate kinase M2. P14618. purified PKM2, Kinase-Glo ATP luminescence, activation; response scale: 0% is enzyme alone, no compound. Potency, µM (top dose mostly 57.5 µM), for inactives: at the highest dose activation, most hits filed as activators. 260,000 compounds, 0.34% hits; further: potency means the concentration at half of the fitted maximal effect; on the % scale 0 is the no-effect control and ±100 the full control effect; nearly all actives have a fitted effect of over 55% in size
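Purified hPK-M2 (>95%) run at intermediate activity with 0.1 mM ADP and 0.5 mM PEP in 50 mM imidazole pH 7.2, KCl, MgCl2; 1 h room temperature. ATP formed read by Kinase-Glo luminescence; normalized to uninhibited and no-enzyme controls.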
TRPV1 agonist: agonists of human vanilloid receptor 1 (TRPV1); Q8NER1; TRPV1-expressing cells, Fluo-8 calcium influx, agonist mode; activation, % at 8.33 µM; 320,000 compounds, 0.19% hits; AID 540275; in the data active means activation above about 80%; inconclusive means between about 30% and that limit; further: 0% is about no effect
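Cells expressing TRPV1 were dye-loaded with Fluo-8 and read kinetically: 10 s baseline, 3 min after compound (agonist portion), then 2 min after EC20 capsaicin (allosteric enhancer portion). Calcium-bound dye fluorescence at 480/520 nm.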
hERG WT inh: blocks the wildtype human KCNH2 potassium channel | 340,000 compounds, 0.37% hits | U2OS, BacMam KCNH2, thallium flux FluxOr; active compounds read low | activity change, % at 1.84 µM | AID 720551 | Q12809;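 active means maximum activity change below -70%; inconclusive means maximum activity change between -70% and -50%; inactive means maximum activity change above -50%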; further: on the % scale 0 is the no-effect control and ±100 the full control effect
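U2OS cells transduced with wild-type KCNH2 virus are loaded with FluxOr dye for 45 min, and thallium flux is measured in kinetic reads before and after stimulation buffer. Rate constants are normalized to DMSO controls.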
Coupling enz: coupling enzyme interference in Giardia aldolase counter-screen. coupling enzyme system counterscreen, AmpLite Red fluorescence. activity change, negative = inhibition, % at 58.2 µM, hits read low. 290,000 compounds, 0.67% hits; in the data active means activity change below about -30%; further: on the % scale 0 is the no-effect control and ±100 the full control effect
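Fluorescence at 525 nm excitation and 598 nm emission measured inhibition of the coupled detection system without aldolase. Compounds (at 57.5 uM final) were preincubated 10 min at room temperature with coupling enzyme reagent before a 20 min substrate/AmpLite Red step.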
B2AR arrestin: agonists driving beta-arrestin recruitment to human beta2-adrenergic receptor. AID 492947. 330,000 compounds, 0.02% hits. P07550. Potency, µM (doses to about 46.1 µM), inactives show top-dose activation, usual class: activators. beta-arrestin recruitment to beta2AR, cell-based reporter;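 further: potency means the concentration at half of the fitted maximal effect; 0% = DMSO controls and full agonism = EC100 isoproterenol or metaproterenol; nearly all actives have a fitted effect of over 65% in size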
MLL CXXC-DNA inh: MLL CXXC-DNA interaction inhibition; Q03164; MLL-CXXC / FITC-HOXA9 DNA fluorescence polarization; Potency, µM (series often up to 115 µM), for the others: at the top dose activity change, negative = inhibition, actives largely listed as inhibitors; 290,000 compounds, 0.037% hits; AID 2662; active means well fitted inhibition curve with a large enough effect in the polarisation, with a control signal flat, not every such curve was filed as active; inconclusive means small, poorly fitted or top-dose-only effect, or effect the other way, or a change in a side signal; inactive means no such curve, though single readings can be large or run the other way; the % refers to the polarisation; further: potency means the concentration at half of the fitted maximal effect
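Steps: dispense CXXC domain solution (7 uM) → pin compounds or unlabeled HOX-A9 DNA control → 5 min ambient → add FLSN-HOX-A9 solution (50 nM) → spin → 30 min ambient → fluorescence polarization. Tris pH 7.5/NaCl/DTT/BSA buffer.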
Giardia killer: kills Giardia lamblia. activity change, % at 7.66 µM, hits read low. Giardia lamblia trophozoite viability. 340,000 compounds, 0.15% hits; in the data active means activity change below about -80%; inconclusive means between about -30% and that limit;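 further: parasites exposed to compound for two days anaerobically before the ATP read; on the % scale 0 is the no-effect control and ±100 the full control effect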
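Anaerobic 48 hrs incubation at 37 deg C of 100 trophozoites/well with test compounds; ATPLite 1-Step luminescence, 15-30 min RT, reports cellular ATP as viability.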
GALK inhibitor: galactokinase (human) inhibition; AID 1868; 270,000 compounds, 0.007% hits; Purified GALK, Kinase-Glo residual ATP luminescence; Potency, µM (highest dose often 57.5 µM), for the others: top-dose activity change, negative = inhibition, usual class: inhibitors; P51570; further: potency means the concentration at half of the fitted maximal effect; on the % scale 0 is the no-effect control and ±100 the full control effect
Target sequence (P51570 whole entry, looked up): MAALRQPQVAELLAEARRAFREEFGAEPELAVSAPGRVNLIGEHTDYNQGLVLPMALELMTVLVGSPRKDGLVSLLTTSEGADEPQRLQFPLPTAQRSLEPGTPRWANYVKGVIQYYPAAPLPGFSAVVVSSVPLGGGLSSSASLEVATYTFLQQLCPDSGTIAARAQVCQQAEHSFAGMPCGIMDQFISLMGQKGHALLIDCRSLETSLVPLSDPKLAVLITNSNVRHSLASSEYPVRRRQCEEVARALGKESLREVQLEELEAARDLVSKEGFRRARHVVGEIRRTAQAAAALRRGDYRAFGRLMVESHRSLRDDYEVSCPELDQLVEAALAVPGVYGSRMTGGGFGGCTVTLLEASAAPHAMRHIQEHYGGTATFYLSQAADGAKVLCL
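Compounds were pin-transferred into ATP buffer (35 uM final), then GALK plus galactose (5 nM, 100 uM final) was added. After 1 h at room temperature, Kinase-Glo Plus was added and luminescence read after 10 min.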
KCNH2 3.1 block: blocks the human KCNH2 3.1 channel isoform; U2OS KCNH2 3.1, thallium flux FluxOr; active compounds read low; activity change, % (tested at about 1.8 µM); 340,000 compounds, 0.95% hits; AID 720553;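 active means maximum activity change below -70%; inconclusive means maximum activity change from -70% to -50%; inactive means maximum activity change above -50%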;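 further: thallium influx rate constant from kinetic fluorescence after stimulation buffer; on the % scale 0 is the no-effect control and ±100 the full control effect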
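We transduce U2OS cells with the mutant 3.1 virus, culture them overnight, load FluxOr with Red40 quencher for 45 min, then add stimulation buffer and read kinetically for 2 min to derive a normalized rate constant.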
* hit, by the source's call; ? = inconclusive; · = no result given; [ ] = dose if it differs, or a comment. Unless noted, the call rests on the fitted dose curve; in most records, active means well fitted curve in the direction sought with a large enough effect; inconclusive means small, poorly fitted or top-dose-only effect, or another doubt; inactive means no such curve, though single readings can be large; an effect the other way counts as inactive or inconclusive.

The first 5 entries as a preview:
Results follow in this order: USP2a inh	Menin-MLL TR inh	PKM2 act	TRPV1 agonist	hERG WT inh	Coupling enz	B2AR arrestin	MLL CXXC-DNA inh	Giardia killer	GALK inhibitor	KCNH2 3.1 block
Cc1cc(NC(=O)CN(C)CCOc2ccccc2)ccc1Br
→ -2%	-2%	0%	26	5	1	0.0%	7%	14	3%	-2
CCOc1ccc(S(=O)(=O)N2CCCCC2)cc1NC(=O)CC1OC(=O)c2ccccc21 (stereo not given)
→ -1%	·	·	-2	-1	·	0.1%	·	-9	·	20
C#CCOC(=O)CCCC(=O)Nc1ccccc1OC
→ 5%	2%	11%	-1	-6	3	-0.2%	11%	-15	3%	11
CCN(CC)c1ccc(NC(=O)/C=C/c2cc(Br)ccc2OC)cc1
→ -1%	?	3%	0	-3	-3	0.2%	1%	6	2%	-3
N#CC1=C(N)N(c2ncn[nH]2)C2=C(C(=O)CCC2)C1c1ccccc1 (stereo not given)
→ 1%	1%	3%	-1	10	1	0.3%	2%	-9	-3%	5

All compounds of this part, from the first entry:
Results follow in this order: USP2a inh	Menin-MLL TR inh	PKM2 act	TRPV1 agonist	hERG WT inh	Coupling enz	B2AR arrestin	MLL CXXC-DNA inh	Giardia killer	GALK inhibitor	KCNH2 3.1 block
Cc1cc(NC(=O)CN(C)CCOc2ccccc2)ccc1Br
→ -2%	-2%	0%	26	5	1	0.0%	7%	14	3%	-2
CCOc1ccc(S(=O)(=O)N2CCCCC2)cc1NC(=O)CC1OC(=O)c2ccccc21 (stereo not given)
→ -1%	·	·	-2	-1	·	0.1%	·	-9	·	20
C#CCOC(=O)CCCC(=O)Nc1ccccc1OC
→ 5%	2%	11%	-1	-6	3	-0.2%	11%	-15	3%	11
CCN(CC)c1ccc(NC(=O)/C=C/c2cc(Br)ccc2OC)cc1
→ -1%	?	3%	0	-3	-3	0.2%	1%	6	2%	-3
N#CC1=C(N)N(c2ncn[nH]2)C2=C(C(=O)CCC2)C1c1ccccc1 (stereo not given)
→ 1%	1%	3%	-1	10	1	0.3%	2%	-9	-3%	5
Cc1ccc(NC(=O)CCOc2ccccc2C)cc1C
→ 0%	22%	-1%	22	0	-1	-0.2%	-9%	48[activator]	0%	-8
Cc1cc(C(=O)Nc2ccccc2N2CCOCC2)c(C)o1
→ 1%	·	?	-1	-4	4	7.1%	-1%	34[activator]	0%	-16
CN1CCC2(CC1)Nc1nc(SCc3ccc(Cl)cc3)nn1C1=C2CN(C)CC1
→ 3%	2%	-1%	0	28	0	0.0%	-4%	7	0%	-14
O=C(CCC(=O)N1CCN(c2ccccn2)CC1)Nc1nnc(C(F)(F)F)s1
→ 2%	·	1%	2	-2	2	-0.4%	12%	-5	2%	-21
COc1ccc(-c2csc(N(CC3CCCO3)C(=O)c3ccccc3)n2)cc1 (stereo not given)
→ -2%	37%[activator]	2%	0	-4	-3	-1.0%	0%	7	7%	-3
O=C(CSc1nncs1)NCc1ccc2c(c1)OCO2
→ 0%	-2%	3%	4	-4	3	0.4%	3%	4	6%	-7
CC(C)=NNc1nc2c(c(=O)n(C)c(=O)n2C)n1CCc1ccccc1
→ 1%	8%	?	3	-24	-8	-0.2%	2%	5	-1%	-9
CC1(C)Cc2c(c(=S)nc(-c3ccccc3)n2CCCN2CCOCC2)CO1
→ 0%	7%	1%	1	8	6	-0.1%	-2%	11	0%	-8
CN1CCN(C2=Cc3ccccc3Sc3cc(F)ccc32)CC1
→ -1%	-28%	2%	3	10	-6	0.2%	7%	-1	-2%	-7
Cc1cccc(C(=O)NCC(=O)NCC2COc3ccccc3O2)c1 (stereo not given)
→ 0%	·	·	0	7	·	-0.1%	·	-4	·	-3
CO/N=C/CC(=O)c1ccc(OC)cc1
→ 4%	-1%	1%	7	-9	-1	0.4%	3%	9	-1%	·
CN1c2ccccc2C(C)(C)C12CC(CCl)=NO2 (stereo not given)
→ 2%	0%	-1%	-1	19	0	-0.1%	-6%	-2	0%	10
Cc1cc(=O)oc2c3c(cc(OCC(=O)NC(Cc4ccc(Cl)cc4)C(=O)O)c12)OC(C)(C)CC3 (stereo not given)
→ 0%	27%	0%	-2	-4	6	-0.4%	23%	1	·	1
COc1ccc(C(Nc2ccc(S(=O)(=O)NCC3CCCO3)cc2)C(=O)NC(C)(C)C)cc1OC (stereo not given)
→ 3%	0%	1%	1	-7	-5	-0.3%	-1%	-8	0%	-18
CC(=O)c1ccc(NC(=S)NCc2ccc(Cl)cc2Cl)cc1
→ 2%	?	12%	?	-6	-1	-0.4%	7%	-4	-1%	-1

Next results follow.
Results follow in this order: USP2a inh	Menin-MLL TR inh	PKM2 act	TRPV1 agonist	hERG WT inh	Coupling enz	B2AR arrestin	MLL CXXC-DNA inh	Giardia killer	GALK inhibitor	KCNH2 3.1 block
Cn1nc(-c2ccccc2)c(CSc2ccccc2Cl)c1Cl
→ 3%	3%	8%	11	7	-1	0.2%	3%	-5	0%	-17
O=C(CSc1nc2[nH]ncc2c(=O)[nH]1)Nc1ccc(OC(F)(F)F)cc1
→ -1%	·	·	9	-8	·	0.1%	·	3	·	9
CCCN(CC(=O)Nc1ccc(C(C)=O)cc1)CC(=O)Nc1ccccc1C
→ 0%	6%	-1%	11	2	0	-0.3%	-18%	-1	0%	19
Cc1csc(NC(=O)CSc2ncnc3ccccc23)n1
→ -2%	21%	10%	2	0	-4	-0.4%	2%	-3	-3%	3
C/C(CC(=O)N(C(C)C)C(C)C)=N\NC(=O)COc1ccc(Cl)cc1Cl
→ 1%	-14%	5%	2	-4	0	-0.1%	-4%	-11	-1%	0
COc1ccc(CCn2c(C)cc3c(c2=O)C(c2ccc4c(c2)OCO4)C(C#N)=C(N)O3)cc1OC (stereo not given)
→ 1%	-1%	9%	-1	2	1	0.5%	-1%	2	8%	8
CC1CCN(C(=O)CCCC(=O)N2CCC(C)CC2)CC1
→ 3%	·	4%	1	-71*	·	0.5%	5%	4	-3%	20
CCOc1ccc(CNC(=O)NS(=O)(=O)c2ccc(OC)cc2)cc1
→ 1%	1%	1%	-2	0	6	-0.7%	-3%	5	2%	-2
CCN(CC)c1cc(C)c2cc(NC(=O)CNC(C)=O)ccc2n1
→ -1%	-6%	-2%	-3	-9	0	-0.9%	-15%	-4	0%	-4
O=C(O)C1CSC(c2ccccc2)N1C(=O)c1ccco1 (stereo not given)
→ -1%	-7%	-5%	2	10	-1	0.1%	5%	-14	0%	-13
C=C(C)CNC(=O)CCc1nnc(C2(c3ccc(Cl)cc3)CCC2)o1
→ 0%	-15%	-6%	25	1	5	-0.2%	-10%	-4	5%	7
Cn1nnnc1SCC(=O)Nc1ccc2c(c1)OCO2
→ 2%	5%	-2%	1	-7	3	0.2%	-12%	6	3%	1
COc1cc([N+](=O)[O-])c(OC)cc1SCc1n[nH]c(=S)n1-c1ccc(C)cc1
→ 5%	·	-6%	-1	3	7	-0.8%	8%	-21	5%	-10
CN(NC(=O)c1ccc(Cl)cc1)c1cccc(Cl)n1
→ 0%	-22%	0%	26	7	-2	-0.5%	-5%	-12	1%	5
CCCNC(=O)c1ccccc1NC(=O)CN(c1ccccc1)S(=O)(=O)N(C)C
→ 1%	1%	0%	14	-1	0	-0.5%	-4%	4	-2%	11
Cc1ccc(OCc2nnc(SCc3nc4ccccc4[nH]3)n2Cc2ccco2)cc1
→ 2%	4%	2%	0	8	0	-0.5%	-5%	22	0%	-1
O=C1C=C(NCc2ccncc2)CC(c2ccccc2)C1 (stereo not given)
→ 2%	0%	2%	0	10	2	0.0%	1%	7	3%	4
CN(C)C(=O)CSc1nnc(Cc2ccccc2)n1Cc1ccco1
→ 1%	9%	16%	-4	6	3	-0.8%	-2%	-2	-2%	-11
Cn1c(=O)c2sccc2n(Cc2cccc(Br)c2)c1=O
→ -1%	0%	-8%	-3	7	2	-0.2%	-10%	1	0%	3
COc1cc(/C=C(/NC(=O)c2ccc(Cl)cc2Cl)C(=O)O)cc(OC)c1OC
→ 1%	-16%	8%	-6	2	0	-0.5%	17%	2	·	-10
Cc1ccc(N/N=C2/CCCNC2=O)cc1
→ -2%	-9%	5%	3	7	-9	-0.1%	-18%	-12	2%	5
COc1cc(C(C(=O)NCC2CCCO2)N(C(=O)Cn2nnc3ccccc32)c2ccc(OC)c(OC)c2)ccc1O (stereo not given)
→ 1%	-8%	0%	-1	5	0	-0.1%	2%	-4	-2%	-17
O=C(c1cnn2ccccc12)N1CCN(C2CCCCC2)CC1
→ 2%	9%	0%	-1	7	2	-0.6%	25%	?	2%	7

This is a subset; count on the stated rates, not on these rows.
